Pf Dd2 growth – qHTS Primary assay for Inhibitors of Plasmodium falciparum Dd2 growth in vitro; P. falciparum Dd2 growth, SYBR Green, 72 h; Potency, µM (series often up to 28.9 µM), for the others: at the top dose activity, negative = inhibition, most hits filed as inhibitors; 120,000 tested, 4.3% active; active = well fitted inhibition curve with a large enough effect; inconclusive = small, poorly fitted or top-dose-only effect; inactive = no such curve, though single readings can be large or run the other way;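 also: plate controls were DMSO vehicle for no effect and reference drug for full effect; nearly all actives have a fitted effect of over 65% in size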
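Infected erythrocytes (Dd2, 0.3% parasitemia, 2.5% hematocrit final) are added to compound in RPMI-1640/Albumax II medium, grown 72 h at 37C in low oxygen, then lysed with saponin/Triton-X containing SYBR Green and read by fluorescence.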
* = called active by the depositor; i = inactive; ? = inconclusive; [ ] = remark or other dose. Potency is read from the fitted curve at half-maximal effect. Not all compounds are listed (hit frequency here may not be typical).

SMILES	Pf Dd2 growth
COc1ccc(CNC(=O)C2CCN(S(=O)(=O)c3c(C)noc3/C=C/c3ccccc3F)CC2)cc1	59%[activator]
COc1ccc(C(=O)CC2(O)C(=O)N(Cc3cccc(C(F)(F)F)c3)c3ccccc32)cc1 (stereo unspecified)	?
CCc1ccc(NC(=O)Cn2ccn3nc4c(c3c2=O)CCCC4)cc1	i
O=C1N(Cc2cccnc2)C[C@H]2CN(C3CCC3)CCN12	7%[44.1 µM]
Cn1c(=O)n(-c2ccc(F)c(Cl)c2)c(=O)c2sc3ccccc3c21	33%[activator]
Cc1ccc(NC(=O)c2sc3nc4n(c(=O)c3c2C)CCCCC4)c(Br)c1	8%
CCN(c1ccc(OC)cc1)S(=O)(=O)c1ccc2[nH]c(=O)ccc2c1	-13%
Cn1cccc1C(=O)N1[C@H]2CC[C@@H]1c1cnc(-c3ccc(F)cc3)nc1C2	-26%
COc1ccc(C2c3c(oc4ccc(C)cc4c3=O)C(=O)N2CCCN2CCOCC2)cc1OC (stereo unspecified)	-7%
O[C@@H]1C[C@@H](c2nnc3n2CCN(C2CCCC2)C3)N(Cc2cccnc2)C1	2%
Cc1cccc(-n2ncc(C(=O)N3CCC(C)CC3)c2C2CCN(C(=O)OC(C)(C)C)CC2)c1	29%
COc1ccc(S(=O)(=O)N2CCN(C(=O)c3cc(-c4ccc(Br)cc4)n[nH]3)CC2)cc1OC	-18%
Cc1c(Cl)cccc1NC(=O)N(C)CC1CCOCC1	-8%
CNC(=O)[C@@H]1CN(Cc2cccc(OC(F)(F)F)c2)C[C@H]1CO	?
O=[S+]1([O-])NC2(CCN(CC3CCCCC3)C2)COc2ccncc21 (stereo unspecified)	-27%
Cc1ccnn1CC(=O)N1C[C@@H](c2ccc3c(c2)OCO3)[C@@H]2[C@H]1C1CCN2CC1	-23%
Cc1ccccc1OCc1nc(C2CN(C(=O)c3cc(F)ccc3F)C2)no1	i
COc1ccc(-n2c(=O)c3c(n2Cc2ccccc2)CN(C(=O)C2CCC(OC)CC2)CC3)cc1 (stereo unspecified)	?
CSc1ncc(C(=O)N2CCC(c3nccn3CCN(C)C)CC2)cn1	3%
Cc1cccc(NC(=O)CSc2nc3c(oc4ccccc43)c(=O)n2C(C)C)c1	-19%
COc1ccc(S(=O)(=O)n2nc(C)c(S(=O)(=O)N3CCCCCC3)c2C)cc1	19%
COc1cc(NC(=O)c2ccc(NC(=O)N3CCSc4ncccc43)cc2)cc(OC)c1	-17%
CCC(C)NC(=O)Cn1c(=O)n(-c2ccc(C)c(C)c2)c(=O)c2c(C)c(C(=O)N(CC)CC)sc21 (stereo unspecified)	6%
O=C(NCC(c1ccc2c(c1)OCO2)N1CCN(c2ccccc2)CC1)C(=O)Nc1ccccc1F (stereo unspecified)	?
CCc1cccc(Nc2ncnc3onc(-c4ccc(F)cc4)c23)c1	0%
CCOc1cc(-c2nnc(SCC(=O)NCc3ccccc3)nc2-c2ccc(OC)c(OCC)c2)ccc1OC	8.9µM*
COCCn1c(C(=O)OC)c(NC(=O)Cc2ccccc2)c2cc(NC3CCCCC3)cnc21	-13%
COc1ccc(N2CCN(S(=O)(=O)c3ccc4c(c3)CC(C)N4C(C)=O)CC2)cc1 (stereo unspecified)	-10%
COCc1cc(=O)n(CC(=O)Nc2ccc(C)cc2Cl)c(N2CCOCC2)n1	i
Cc1noc(C)c1CC(=O)NCCc1noc(-c2cccnc2)n1	14%
Fc1cccc(Cc2noc(-c3nc(-c4ccccc4)no3)n2)c1	11%
COc1ccccc1NC(=O)CSc1oc(-c2cccs2)nc1S(=O)(=O)c1ccc(Br)cc1	-20%
CCc1ccccc1NS(=O)(=O)c1ccc2[nH]cc(C(=O)NC3CCCC3)c(=O)c2c1	i
Cn1ccc(C(=O)N2CC(CNC(=O)Cc3ccccc3)C3(C2)CN(c2ccccc2)C3)n1 (stereo unspecified)	-18%
CCn1nccc1C(=O)Nc1ccc(-c2nnc3n2CCCC3)cc1	?
O=S(=O)(c1ccc(F)cc1)N1CCC(OC2CCN(Cc3ccccc3)CC2)CC1	i
Cc1onc(-c2ccccc2)c1C(=O)N[C@@H]1CCC[C@@H](C(=O)N2CCN(C)CC2)CC(=O)N(C)C1	-17%
CNc1ncccc1C(=O)N1CCC(O)(c2ccc(C)cn2)CC1	-4%
O=C1CCCCCN1C1CCN(Cc2cccnc2)CC1	5%[44.1 µM]
CCc1ccc(NC(=O)c2ccc3c(O)c(S(=O)(=O)c4ccccc4)c(=O)[nH]c3c2)cc1	?

Rewritten as labelled records: part of the list above
> CCn1nccc1C(=O)Nc1ccc(-c2nnc3n2CCCC3)cc1
  Pf Dd2 growth: ?

> O=S(=O)(c1ccc(F)cc1)N1CCC(OC2CCN(Cc3ccccc3)CC2)CC1
  Pf Dd2 growth: i

> Cc1onc(-c2ccccc2)c1C(=O)N[C@@H]1CCC[C@@H](C(=O)N2CCN(C)CC2)CC(=O)N(C)C1
  Pf Dd2 growth: -17%

> CNc1ncccc1C(=O)N1CCC(O)(c2ccc(C)cn2)CC1
  Pf Dd2 growth: -4%

The main list resumes, starting 7 compounds before the break.
SMILES	Pf Dd2 growth
Cn1ccc(C(=O)N2CC(CNC(=O)Cc3ccccc3)C3(C2)CN(c2ccccc2)C3)n1 (stereo unspecified)	-18%
CCn1nccc1C(=O)Nc1ccc(-c2nnc3n2CCCC3)cc1	?
O=S(=O)(c1ccc(F)cc1)N1CCC(OC2CCN(Cc3ccccc3)CC2)CC1	i
Cc1onc(-c2ccccc2)c1C(=O)N[C@@H]1CCC[C@@H](C(=O)N2CCN(C)CC2)CC(=O)N(C)C1	-17%
CNc1ncccc1C(=O)N1CCC(O)(c2ccc(C)cn2)CC1	-4%
O=C1CCCCCN1C1CCN(Cc2cccnc2)CC1	5%[44.1 µM]
CCc1ccc(NC(=O)c2ccc3c(O)c(S(=O)(=O)c4ccccc4)c(=O)[nH]c3c2)cc1	?
Fc1ccc(Nc2cnc3ccc(-c4ccccc4)nn23)cc1	?
CC(C)C(=O)N1CCC2(CN[S+](=O)([O-])c3cnccc3O2)C1 (stereo unspecified)	4%
c1cc2nncn2nc1NC1CCCC1	-5%
Cc1cnc(C2CCC2)n1C1CCN(C(=O)CCC2CCCC2)CC1	?
CC(=O)N1CCc2cc(Br)cc(S(=O)(=O)NCCc3ccc(Cl)cc3)c21	28%
CC1=NS(=O)(=O)N(Cc2ccccc2)C=C1C(=O)OCc1noc(-c2cccc(C)c2)n1	5%
O=C(CN1CC2CC(C1)[C@H]1CCCC(=O)N1C2)NCCCN1CCN(c2ccccc2)CC1 (stereo partly specified)	2%
CCc1ccc(-n2c(=O)c3c(C)c(C(=O)N(C)C)sc3n(Cc3ccccc3F)c2=O)cc1	29%
CC(C)COc1ccc(C(=O)NCC2(N3CCN(C)CC3)CCCCC2)cc1	10µM*
O=C(Nc1cc(Cl)cc(Cl)c1)c1ccc(F)c(S(=O)(=O)N2CCCC2)c1	-16%
COc1cc(CN(C(=O)c2ccc(C)cc2)c2ccccn2)cc(OC)c1OC	21%
CCn1cc(S(=O)(=O)N2CCCC(Cc3ncc(C)n3CC3CC3)C2)cn1 (stereo unspecified)	?
CCOCCCNC(=O)Nc1cc(C(=O)NCc2ccc(C(C)C)cc2)ccc1N1CCCC1	4%
CCN1c2ccccc2-c2nc(SCC(=O)NCc3ccc(C)cc3)ncc2S1(=O)=O	12%
COc1ccc(CCNC(=O)c2cc3c(-c4ccc(OC)c(OC)c4)nn(C)c3s2)cc1OC	?
COc1ccc(-c2nc(CN3C(=O)CN=C(c4ccccc4)c4cc(Cl)ccc43)c(C)o2)cc1	?
CCCC(=O)N1Cc2ccccc2CC2(CCCN2Cc2cccnc2)C1 (stereo unspecified)	?
CC1(c2ccccc2)N(Cc2ccccc2)C(=O)OC12CCN(C(=O)Cc1cccc(F)c1)CC2 (stereo unspecified)	?
CCOc1ccccc1C(=O)NCc1ccc2c(c1)CCN2C(=O)c1ccccc1	?
CCOC(=O)c1ccc(NC(=O)CCS(=O)(=O)c2ccc(C)cc2)cc1	4%
CCCN(CCC)C(=O)Cn1c(=O)n(-c2ccc(OC)cc2OC)c(=O)c2c3c(sc21)CCC3	9%
Cc1ccc(N(C)S(=O)(=O)c2ccc3[nH]c4c(c3c2)CCCC4)cc1	-17%
COc1cc(-c2ccno2)ccc1S(=O)(=O)N1CCN(c2cccc(Cl)c2)CC1	i
COc1ccc(C(=O)N2CC(N(C)c3ccccc3C)C2)cc1	?
COC(=O)c1ccc2c(c1)N(Cc1cc(C)ccc1C)C(=O)c1ccccc1S2	i
O=C(CCn1cccn1)N1CCc2nn(Cc3ccccc3)c(=O)n2CC1	i
CN(Cc1ccc(OC(F)(F)F)cc1)Cc1ccc(-c2ccccc2)cc1	13%
COC(=O)c1ccccc1NC(=O)CCCN1C(=O)C(c2ccccc2)Oc2cccnc21 (stereo unspecified)	-15%
CC(=O)Nc1ccc(CN2CCn3c(nnc3-c3cccnc3)C2)cc1	i
CNC(=O)[C@@H]1CN(Cc2cccc(OC)c2OC)C[C@H]1CO	-3%
O=C(Nc1ccccc1F)N1CCC2(CC1)CC(OCC1CC1)CCO2 (stereo unspecified)	3%
O=C(c1cccnc1)N1CCN2C(=O)N(C3CCCCC3)C[C@H]2C1	38%[activator][44.1 µM]
Cc1ccccc1N1CCN(C(=O)[C@@]23CCCC[C@H]2N(C)C(=O)CC3)CC1	4%
CC1CCN(Cc2ccc(C(=O)N[C@@H]3CCNC[C@H]3O)o2)CC1	2%
CCc1ccccc1NS(=O)(=O)c1ccc(NC(=O)N2CCCC2)cc1	i
CCc1nnc2c(NCc3ccc(F)cc3)nc3ccccc3n12	-10%[0.594 µM]
COc1ccc(-c2cn(C)c(=O)n3cc(COc4ccnn4C)nc23)c(C)c1	-16%[44.1 µM]
CN(CCc1noc(C2CN(Cc3ccc(Cl)c(F)c3)C2)n1)S(C)(=O)=O	?
CCN1C(=O)C(Cc2nc3ccccc3c(=O)n2C)c2cc(C)ccc21 (stereo unspecified)	-3%
O=C(NCc1ccc(F)cc1)N1CCCC(Cc2noc(-c3ccncc3)n2)C1 (stereo unspecified)	i
COc1ccc(CNC(=O)[C@@H]2CCC[C@@H](NC3CCOCC3)CN(C)C(=O)C2)cc1	14%[44.1 µM]
CCOc1ccc(Sc2cc(C(=O)NCCCOC)c3ccccc3n2)cc1	-10%
O=C(Nc1ccc([C@@H](O)[C@H]2COCC(=O)N2Cc2ccccc2F)cc1)c1ccc(F)cc1	i
O=C(Nc1cccc(OC(F)(F)F)c1)C1(CCO)CCN(c2ncccn2)C1 (stereo unspecified)	-16%
COc1ccc(CCNC(=O)c2ccc(Cn3c(=O)c4ccccc4n(Cc4cc(C)ccc4C)c3=O)cc2)cc1OC	i
O=C(C1CC=CC1)N1CC(c2nnc(-c3ccncc3)o2)C2(CCOCC2)C1 (stereo unspecified)	?
COc1ccc(NC(=O)COc2cccc(-c3nnc4n3CCCC4)c2)cc1	?
Cc1cccc(OC(=O)c2cc(-c3ccc(C)c(C)c3)on2)c1	40%[activator]
COc1ccc(-n2nc3c(N4CCCC(C(=O)NCCc5ccc(C)cc5)C4)nnc(C)c3c2C)cc1 (stereo unspecified)	8.9µM*
Cc1c(C(=O)N2CCC(c3nc4ccccc4s3)CC2)oc2ccc(Cl)cc12	53%[activator]

(next part)
SMILES	Pf Dd2 growth
COCCc1nncn1C1CCN(S(=O)(=O)c2cccc(C)c2)CC1	i
O=C(NC(C(=O)N1CCOCC1)C1CCN(C(=O)c2cccc(F)c2)CC1)c1ccc2c(c1)OCO2 (stereo unspecified)	?
CN(C)C(=O)c1cccnc1OC1CCN(C(=O)c2ccccc2Br)C1 (stereo unspecified)	i
Cc1ccc(Nc2ccc3cc(S(=O)(=O)N4CCCCC4)ccc3n2)cc1F	?
O=C(Nc1ccc(F)cc1)[C@H](CSCc1ccccc1)N1Cc2ccccc2C1=O	-20%
COc1cccc(CC(=O)Nc2ccc3c(c2)CN(Cc2cccc(OC)c2OC)C(=O)CO3)c1	0%
CC1CCN(C[C@H]2CN3CC[C@H]2C[C@@H]3CNC(=O)Nc2cccc(C#N)c2)CC1	-21%[44.1 µM]
Cc1ccc2c(c1)C(Cc1ccccc1F)C(=O)N2 (stereo unspecified)	17%
COc1ccc(-c2cc(C(C)=O)c(C)n2CCC(=O)Nc2cccc(C)c2C)cc1	19%
O=C(NCCc1noc(-c2cccnc2)n1)NC1CCCCC1	-17%

Quoted from the listing.
Under Pf Dd2 growth, O=C(CN1CC2CC(C1)[C@H]1CCCC(=O)N1C2)NCCCN1CCN(c2ccccc2)CC1 (stereo partly specified) has 2%
Under Pf Dd2 growth, CCCN(CCC)C(=O)Cn1c(=O)n(-c2ccc(OC)cc2OC)c(=O)c2c3c(sc21)CCC3 has 9%

Carrying on:
SMILES	Pf Dd2 growth
COC[C@@H]1CN(C(=O)CCn2cc(C)cn2)C[C@H]1c1ccncc1	20%
COc1ccc(-c2cc(-c3ccc4c(c3)NC(=O)CO4)nc3c2COc2ccc(C)cc2-3)cc1	40%[activator]
CN(C)C[C@@H]1CN(C)C[C@H]1NC(=O)c1nn(C)c2ccccc12	18%
COCCN1C(=O)c2ccccc2C(C(=O)NCCc2ccc(Cl)cc2)C12CCCC2 (stereo unspecified)	-20%
CC1=C(C(=O)OCC2CCCCC2)C(c2ccc(Cl)cc2)CC(=O)N1 (stereo unspecified)	-23%
CC(C)NC(=O)N1CNC(=O)C12CCN(C(=O)CN)CC2	1%
O=C(Nc1nnc(Cc2ccccc2)s1)C1CC(=O)N(c2n[nH]c3cccc(F)c23)C1 (stereo unspecified)	-18%
CC(C)(C)C1CCc2c(sc(NC(=O)c3cc(-c4ccc(F)cc4)on3)c2C#N)C1 (stereo unspecified)	33%
CN1C(=O)c2cccn2CC1CNS(=O)(=O)Cc1ccccc1 (stereo unspecified)	-20%
O=C1CCCCC(Cc2ccccc2)(C(=O)Nc2ccc(F)cc2)N1 (stereo unspecified)	?
